# Compound activity as filed in PubChem BioAssay.
# Myeloid diff MLP: promotes myeloid progenitor differentiation. ER-HoxA9 myeloid progenitors, lysozyme-GFP differentiation, flow cytometry. calls only at 10 µM. 360,000 compounds, 1% hits;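 active means normalized GFP-positive differentiation at or above the plate's own cutoff, the solvent-only control mean plus 3 SD; inconclusive means no clear call, values can overlap the other calls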;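 further: cells exposed to compound for four days before flow analysis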
# HEK293 NOD2/NF-kB: inhibition of NOD2-driven NF-kB reporter – cell-based, luminescence, uHTS, HEK293 (AID 1566). HEK293 NOD2/NF-kB luciferase reporter, luminescence; higher % means a stronger effect. inhibition, % at 4 µM, or EC50 in µM where a hit was titrated. 290,000 compounds, 0.63% hits; further: many of its hits are not listed in these tables
# HIV fusion peptide: inhibitors of HIV fusion peptide binding, primary screen, biochemical, uHTS, fluorescence dequenching (AID 1986). cell-free peptide binding, fluorescence dequenching, 30 min; higher % means a stronger effect. inhibition, % at 20 µM, or IC50 in µM where a hit was titrated. 290,000 compounds, 0.3% hits; in the data active means inhibition mostly above about 52%, no sharp cut-off; inactive means mostly below about 76%; further: some results filed as inactive read as strong as hits
# XIAP displacement: XIAP antagonists, biochemical, IAP family, fluorescence polarization (AID 1018); XIAP BIR domain, fluorescence polarization peptide displacement; higher % means a stronger effect; 200,000 compounds, 0.007% hits; displacement, % at 20 µM; hits with a dose series show IC50 in µM; in the data active means displacement above about 50%; further: a part of the inactive calls stands beside numbers as strong as those of hits
# AID2073: disruptors of CaV2.2 binding to Mint1 – biochemical, HTRF (AID 2073) | HTRF protein-protein interaction, Mint1-CaV2.2; higher % means a stronger effect | one-dose inhibition, % at 20 µM; IC50 in µM for titrated hits | 290,000 compounds, 0.19% hits; in the data active means inhibition mostly above about 51%, no sharp cut-off; inconclusive means no clear call, values can overlap the other calls; inactive means mostly below about 53%; further: some results filed as inactive read as strong as hits
# Hep lipid drop: hepatic lipid droplet formation modulation | inhibition, % at 6.5 µM | AID 1656 | 240,000 compounds, 0.4% hits | AML12 mouse hepatocytes, oleate lipid droplets, BODIPY imaging;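 active means lipid droplet intensity inhibited by at least 50%, with more than 500 cells counted; inconclusive means wells with under 300 cells, treated as cytotoxic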
#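 Assay system: AML12 hepatocytes (mouse) / Also added: 100 µM oleic acid challenge / Times: overnight treatment with compound plus oleate / Detection: high-content imaging of BODIPY-stained droplets and DAPI nuclei / Evaluation: % inhibition of lipid droplet signal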
# Siah-1 displacement: blockers of Siah-1 interaction with plectin peptide – biochemical, fluorescence polarization, rhodamine-plectin, uHTS, primary screen (AID 1817). Siah-1 / rhodamine-plectin peptide fluorescence polarization; higher % means a stronger effect. one-dose displacement, % at 20 µM; IC50 in µM for titrated hits. 290,000 compounds, 0.02% hits;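 active means displacement of at least 50% at 20 µM, with a fluorescence ratio check between 0.3 and a set limit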;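 further: plate controls were Siah plus tracer with DMSO for no effect and tracer alone without Siah for full effect; strong numbers were not always called active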
# Dengue-2 NS5 capping: flavivirus cap methylation enzyme inhibition – biochemical, confirmation dose response, primary screen (AID 588689); inhibition, % at 25 µM; hits with a dose series show IC50 in µM; Dengue-2 NS5 methyltransferase capping enzyme assay, biochemical; higher % means a stronger effect; 340,000 compounds, 0.3% hits; in the data active means a potency from the dose series; inconclusive means inhibition above about 29% without an active follow-up result
# LYP inhibition: inhibitors of LYP phosphatase, biochemical, fluorescence intensity, uHTS (AID 1779) | recombinant LYP phosphatase, fluorescence intensity; higher % means a stronger effect | one-dose inhibition, % at 11.5 µM; IC50 in µM for titrated hits | 290,000 compounds, 0.054% hits;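 further: plate controls were vehicle with enzyme for no effect and no enzyme for full effect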
# Hep lipid drop cells 6.5 µM: second read-out of Hep lipid drop, no call of its own (marks repeat the call); cell count; measured here: cell count, cytotoxicity flag;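 cells counted across two imaged fields per well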
# Dengue-2 NS5 capping pilot replicate: further read-out of Dengue-2 NS5 capping, marked with its call; inhibition, %; measured here: pilot screen replicate inhibition
# Myeloid diff MLP GFP+ MAC1+ %: also measured in Myeloid diff MLP; calls as there; GFP+ MAC1+ double positive, %; measured here: differentiation confirmed by MAC1 staining
# * = called active by the depositor; i = inactive; ? = inconclusive; nt = no result given. Unless noted, no stated cut-off is given here; in the data, active means inhibition above about 50%; inactive means the rest. A portion of the library; the hit share may differ from the screen's.
SMILES,Myeloid diff MLP,Myeloid diff MLP GFP+ MAC1+ %,HEK293 NOD2/NF-kB,HIV fusion peptide,XIAP displacement,AID2073,Hep lipid drop,Hep lipid drop cells 6.5 µM,Siah-1 displacement,Dengue-2 NS5 capping,LYP inhibition,others
CCn1c(=O)cc(OCC(=O)NCC2CCCO2)c2ccccc21 (configuration not stated),i,0.9,6.4%,7.2%,-4.3%,-1.1%,13.6,791,-2.1%,0.0%,-9.1%,
O=C1CCC/C(=N/NC(=O)c2ccc(CN3c4cccc5cccc(c45)S3(=O)=O)cc2)C1,i,0.2,13.2%,10.9%,-4.1%,36.9%,4.8,646,8.5%,-11.1%,7.0%,
CC/C(C)=N/NS(=O)(=O)c1ccc(C)c([N+](=O)[O-])c1,i,0.5,6.8%,1.7%,nt,4.8%,-0.3,679,5.5%,0.8%,0.4%,
COc1ccccc1N1CCN(S(=O)(=O)c2ccc3c(c2)n(C)c(=O)n3C)CC1,i,0.1,9.5%,0.6%,-6.3%,-11.0%,-2.6,706,-3.8%,-0.8%,-9.7%,
Cc1ccc2c(c1)c1ncnc(N3CCc4ccccc4C3)c1n2C,nt,nt,17.1%,-2.9%,-2.8%,14.4%,nt,nt,1.7%,nt,-2.9%,
CCn1c2ccc(C)cc2c2nnc(SCCN3CCCCC3)nc21,i,1.6,-5.5%,-1.6%,nt,-3.0%,-36.8,752,-1.9%,6.2%,-7.5%,
Cc1cccc(OCCCCc2c(C)n[nH]c2C)c1,i,8.2,0.9%,1.8%,0.7%,8.9%,nt,nt,-0.7%,-10.5%,6.1%,
CCOC(=O)CSC1=NC(=O)/C(=C\c2ccc(Cl)cc2)S1,i,1.0,-220.1%,-5.7%,-6.1%,-13.7%,nt,nt,-0.2%,-58.5%,-4.5%,
Cc1ccc(N2C(=O)c3cccc4c([N+](=O)[O-])ccc(c34)C2=O)c2cccnc12,?,nt,18.7%,-1.3%,nt,-22.7%,-1.0,571,-1.8%,2.3%,-3.5%,
O=C(CCCCC(=O)NCCCc1ccccc1)NCCCc1ccccc1,i,0.2,-0.4%,0.9%,nt,-3.4%,-7.6,763,1.8%,nt,-7.6%,
Cc1cc(NC(=S)N(CCCN2CCOCC2)Cc2ccco2)ccc1Cl,i,0.9,-4.9%,0.2%,-8.7%,-36.7%,10.5,716,-0.6%,0.7%,-11.8%,
CC(=O)C1C(c2ccccc2OC(F)F)NC(=O)NC1(O)C(F)(F)F (configuration not stated),i,0.1,4.1%,13.8%,-2.1%,-0.6%,nt,nt,1.9%,0.3%,1.5%,
O=S(=O)(N/N=C\c1ccc2c(c1)OCO2)c1ccc(F)cc1,i,0.6,9.9%,0.8%,nt,6.3%,2.5,865,11.9%,-2.6%,-3.7%,
COc1ccc(/C(N)=N/OC(=O)Cc2cccs2)cc1OC,i,0.7,9.9%,3.4%,-0.8%,4.1%,5.3,710,-3.6%,-1.3%,0.9%,
CC(=O)c1sc2c(c1N)c(=O)[nH]c(=O)n2-c1ccccc1,i,0.4,3.1%,-3.3%,nt,6.8%,-4.2,820,1.4%,-8.5%,-9.7%,
COCCN(C(=S)Nc1cc(C)cc(C)c1)C(C)c1cccnc1 (configuration not stated),i,0.8,7.9%,-2.6%,-11.6%,-25.4%,-15.6,549,-4.0%,-5.8%,-5.4%,
CCOC(=O)C1C(=O)NC(N2CCN(c3ccccc3)CC2)=NC1c1ccccc1 (configuration not stated),i,19.6,0.6%,12.7%,-3.3%,1.8%,11.0,770,4.0%,-0.7%,-6.1%,
O=C(COC(=O)c1cc[n+]([O-])cc1)NCc1ccccc1Cl,i,0.8,11.5%,-0.2%,-7.2%,8.6%,5.5,709,8.3%,-3.2%,-4.0%,
O=C(COC(=O)/C=C/c1cccc([N+](=O)[O-])c1)NCc1ccc2c(c1)OCO2,i,0.5,8.2%,-0.2%,-5.0%,-5.8%,3.0,651,-1.1%,-3.0%,-3.3%,
Cc1cccc(-n2cc(-c3ccc([N+](=O)[O-])cc3)[nH]c2=S)c1,i,0.1,-70.1%,-4.5%,-8.1%,19.1%,-13.1,568,-0.4%,-5.1%,-2.6%,
CC(=O)Nc1nc(C)c(Oc2ccc(C)cc2)c(=O)[nH]1,i,1.1,-40.1%,-1.4%,nt,7.7%,6.0,730,-1.4%,-1.5%,-11.1%,
O=C(N/N=C/c1cccc(C(F)(F)F)c1)C1CCN(c2ncc(C(F)(F)F)cc2Cl)CC1,i,1.2,-76.5%,0.9%,-2.3%,3.0%,nt,nt,-0.1%,6.1%,-5.3%,
Cc1ccc(S(=O)(=O)NC(CC(=O)O)c2ccccc2)c(C)c1 (configuration not stated),i,3.3,-13.5%,3.5%,-2.1%,25.8%,nt,nt,-2.6%,-2.0%,0.7%,
C=CCN(C(=O)CCC(=O)Nc1cc(C)on1)C(C(=O)NC(C)(C)C)c1ccc(OC)cc1 (configuration not stated),i,0.3,8.4%,-0.2%,nt,3.9%,-2.2,833,-2.0%,-8.0%,-3.6%,
O=C(COc1ccc(Br)cc1)N1CCN(c2ccccc2)CC1,i,0.6,5.5%,-1.6%,-4.4%,-4.9%,-2.4,774,1.2%,-4.8%,-9.2%,
N#CCCn1cc(/C=C2\NC(=S)N(c3ccccc3)C2=O)c(-c2ccc(-c3ccccc3)cc2)n1,i,0.2,-6.0%,1.5%,-2.1%,39.2%,nt,nt,-0.9%,-6.6%,6.6%,
O=c1c2c3c(sc2nc2n1CCCC2)CCCCC3,i,0.4,-32.4%,-2.7%,-1.3%,-5.3%,-9.7,784,6.0%,-6.0%,-2.7%,
CC(=O)c1c(C)[nH]c(C(=O)OCC(=O)Nc2cccc(S(=O)(=O)N(C)C)c2)c1C,i,0.6,26.8%,-1.0%,-4.0%,1.0%,-11.8,686,-2.7%,-3.1%,-1.5%,
COC(=O)Cn1cnc2c(C#N)c3n(c2c1=O)CCCCC3,i,1.1,5.3%,0.4%,-0.8%,-3.8%,9.6,684,-1.0%,-4.2%,-3.4%,
CC(=O)C1=C(O)C(=O)N(c2cccc(Br)c2)C1c1ccccc1Cl (configuration not stated),i,0.2,8.9%,7.5%,nt,11.5%,nt,nt,-4.6%,-6.6%,-5.6%,Dengue-2 NS5 capping pilot replicate=-3.0

# The last two compounds of the part before open the next one.
SMILES,Myeloid diff MLP,Myeloid diff MLP GFP+ MAC1+ %,HEK293 NOD2/NF-kB,HIV fusion peptide,XIAP displacement,AID2073,Hep lipid drop,Hep lipid drop cells 6.5 µM,Siah-1 displacement,Dengue-2 NS5 capping,LYP inhibition,others
COC(=O)Cn1cnc2c(C#N)c3n(c2c1=O)CCCCC3,i,1.1,5.3%,0.4%,-0.8%,-3.8%,9.6,684,-1.0%,-4.2%,-3.4%,
CC(=O)C1=C(O)C(=O)N(c2cccc(Br)c2)C1c1ccccc1Cl (configuration not stated),i,0.2,8.9%,7.5%,nt,11.5%,nt,nt,-4.6%,-6.6%,-5.6%,Dengue-2 NS5 capping pilot replicate=-3.0
O=C(CN1CCCc2ccccc21)NCCc1ccc(Cl)cc1,i,0.3,-17.6%,1.4%,0.9%,-0.5%,-31.2,731,0.4%,-1.5%,0.0%,
CC(=O)Oc1cc2oc(=O)c3c(c2cc1Cl)CCC3,i,2.9,11.3%,-0.7%,-5.5%,21.0%,nt,nt,-1.7%,0.0%,-4.1%,
COc1ccc(C(=O)CSc2nnc(C3CCCCC3)n2N)c(OC)c1,i,0.4,3.6%,-0.3%,-2.5%,-0.1%,-1.1,680,-5.1%,-10.8%,-0.3%,
COC(=O)C1=C(C)NC(=O)NC1c1ccccc1Cl (configuration not stated),i,0.4,7.1%,-0.9%,nt,-9.9%,-1.0,825,-0.4%,-7.7%,-8.1%,
CNc1nc(Nc2ccc(Br)cc2)nc(N)c1[N+](=O)[O-],?,nt,-52.6%,-0.4%,-5.9%,6.2%,-37.3,621,7.1%,1.5%,-1.7%,
Cc1cc2oc(=O)cc(CN3CCCc4ccccc43)c2cc1C,i,1.7,27.2%,-0.2%,-6.2%,-3.0%,nt,nt,0.8%,-4.4%,-14.7%,
N#Cc1c(Cl)c(Cl)c2nnc(-c3ccc(Br)cc3)n2c1Cl,nt,nt,-5.3%,37.8%,-2.4%,2.5%,nt,nt,1.2%,nt,-3.1%,
Cc1ccc(CCN2CC(C(=O)N3CCN(c4ccc(F)cc4)CC3)CC2=O)cc1 (configuration not stated),i,0.9,0.4%,-2.5%,-1.9%,0.1%,nt,nt,1.4%,-0.8%,2.6%,
Cc1nn(-c2ccc(C(=O)Nc3nnc(C4CC4)s3)cc2)c(C)c1Cl,i,0.6,17.2%,-2.3%,-8.7%,?,nt,nt,2.7%,-4.1%,-6.2%,
Cc1cccc(OCC(=O)NNc2c3ccccc3nc3ccccc23)c1,i,9.0,29.2%,-7.2%,-4.8%,38.9%,nt,nt,1.6%,-2.7%,10.1%,
CCNC(=O)COc1ccc(Br)cc1Cl,i,1.2,-11.7%,-1.1%,-3.5%,-1.7%,-0.6,678,0.7%,-3.1%,-4.0%,
Cn1c(=O)c2c(nc(NCCO)n2CCCc2ccccc2)n(C)c1=O,i,0.3,25.7%,-2.1%,nt,4.2%,-0.8,819,-3.4%,-3.1%,-1.1%,
CC(C)(C)C1CCC(C(=O)OCC(=O)N2CCN(C(=O)c3ccco3)CC2)CC1 (configuration not stated),i,0.1,18.3%,-1.4%,-0.5%,-1.9%,11.9,655,2.6%,-2.2%,-3.5%,
O=C(Nc1ccc(Cc2ccncc2)cc1)c1ccc(Br)o1,i,1.0,-45.2%,-0.9%,-5.9%,7.7%,18.2,687,1.0%,-6.1%,-0.1%,
COC(=O)C1CCCN1C(=O)COc1ccc(Br)cc1Cl (configuration not stated),i,0.5,10.3%,-0.2%,-13.5%,-11.9%,-20.2,674,0.1%,-0.7%,0.3%,
CC1CN(C(=O)N2c3ccccc3Sc3ccccc32)CC(C)O1 (configuration not stated),i,0.9,4.2%,-0.6%,-8.2%,17.8%,7.5,635,-0.5%,0.7%,-5.1%,
COc1ccc(-c2ccc(-c3noc(-c4cccs4)n3)c(OC)n2)cc1,i,0.5,-6.7%,11.9%,-34.1%,27.4%,-22.7,657,2.8%,2.8%,-2.1%,
COc1cc(/C=N/NC(N)=S)cc(Br)c1OCc1ccccc1F,i,0.3,-4.8%,-1.1%,-5.0%,1.7%,-2.0,669,-9.2%,-1.3%,-3.3%,
CC1CN(c2ccc(C(F)(F)F)cc2[N+](=O)[O-])CCN1S(C)(=O)=O (configuration not stated),i,0.1,9.4%,-0.8%,-0.5%,-5.1%,?,nt,2.0%,-0.6%,6.6%,
CC1CN(C(=O)CSc2ncnc3sccc23)CC(C)O1 (configuration not stated),i,1.7,1.5%,3.5%,-8.5%,3.0%,1.2,681,-0.8%,-22.6%,-2.4%,
